Screening results: PubChem BioAssay, several laboratories
Measles CPE: protection of cells from measles virus. protection (pct of control), % at 4 µM. AID 841. Measles virus-infected cells, CPE protection, absorbance. 140,000 compounds, 1.5% hits; in the data active = protection mostly above about 24%, no sharp cut-off; inactive = mostly below about 26%; also: some compounds called inactive have numbers as strong as hits
Yeast life ext: yeast lifespan extension; S. cerevisiae growth with nicotinamide, OD615; deaD strain in restrictive glucose medium; inhibition of the nicotinamide effect, % at 10 µM; 130,000 compounds, 0.68% hits; AID 775;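 active = inhibition above a set limit, placed 3 SD over the median of all compounds, cut at about 26% in these data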;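 also: 0% = nicotinamide-treated wells and 100% = cells grown without nicotinamide; some compounds called inactive have numbers as strong as hits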
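assay system = DeaD-strain S. cerevisiae | measured by = absorbance at 615 nm | probe or stimulus = nicotinamide 1.5 mM | buffer or medium = CSMM-D glucose medium, restrictive | times = 48 h at 30 °C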
NPY-Y2 antag: blocks the human neuropeptide Y Y2 receptor. P49146. NPY-Y2 expressing cells, antagonist mode. inhibition, % at 2.7 µM. 140,000 compounds, 0.99% hits; in the data active = inhibition above about 17%;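 also: 0% = vehicle with agonist challenge and 100% = reference antagonist with challenge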
Target sequence (P49146 whole entry, looked up): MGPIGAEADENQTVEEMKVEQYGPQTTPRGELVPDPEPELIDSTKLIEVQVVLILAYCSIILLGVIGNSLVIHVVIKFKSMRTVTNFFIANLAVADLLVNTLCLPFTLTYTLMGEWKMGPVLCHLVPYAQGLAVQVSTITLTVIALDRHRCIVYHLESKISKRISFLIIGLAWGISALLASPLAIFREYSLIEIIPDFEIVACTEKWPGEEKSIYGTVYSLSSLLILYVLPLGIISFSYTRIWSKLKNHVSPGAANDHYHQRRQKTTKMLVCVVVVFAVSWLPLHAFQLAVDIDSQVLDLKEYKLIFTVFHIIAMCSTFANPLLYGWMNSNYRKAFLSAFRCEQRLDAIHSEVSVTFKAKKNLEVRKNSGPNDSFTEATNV
HCT116 PTEN-null: growth suppressors of cells with PTEN tumor suppressor deletion; AID 827; HCT116 PTEN-null viability, CellTiter-Glo, 60 h; stronger effect = lower value; 140,000 compounds, 1.2% hits; viability, % at 10 µM;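 active = viability at or below a set limit, 4 SD under the median of all tested compounds, cut at about 3.7% in these data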;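 also: PTEN knockout HCT116 line with beta catenin targeted HCT116 as companion control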
GALR2 antag: antagonists of human galanin receptor 2 (GALR2). inhibition, % at 4 µM. GALR2-expressing cells, antagonist mode. AID 828. 140,000 compounds, 0.39% hits. O43603; in the data active = inhibition above about 27%;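 also: cells stimulated with galanin 1-16 at roughly its EC80; 0% = agonist challenge control and 100% = basal control without agonist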
Target sequence (O43603 whole entry, looked up): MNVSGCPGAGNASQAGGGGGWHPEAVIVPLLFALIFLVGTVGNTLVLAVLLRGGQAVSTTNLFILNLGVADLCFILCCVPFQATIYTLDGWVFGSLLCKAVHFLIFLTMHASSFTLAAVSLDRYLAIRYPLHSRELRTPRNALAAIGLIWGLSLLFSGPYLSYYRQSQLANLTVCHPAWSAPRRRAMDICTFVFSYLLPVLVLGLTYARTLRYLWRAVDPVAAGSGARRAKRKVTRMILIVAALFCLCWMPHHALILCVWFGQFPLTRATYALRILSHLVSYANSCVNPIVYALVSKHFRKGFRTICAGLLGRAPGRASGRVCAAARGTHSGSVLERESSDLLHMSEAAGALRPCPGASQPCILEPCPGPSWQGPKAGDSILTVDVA
E-sel TNF inh: TNF alpha driven E-selectin expression inhibition. HUVEC TNFa-induced E-selectin immunofluorescence, high content. inhibition, % at 2 µM. 120,000 compounds, 0.71% hits. AID 1246;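 active = inhibition above the batch mean plus 3 SD, and confirmed as a hit on visual image review, cut at about 43% in these data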;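 also: 0% = TNF-stimulated DMSO wells and 100% = unstimulated control wells; not every result past the cut was called active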
Phagocyt inh: inhibitors of macrophage phagocytosis; J774A.1 macrophage IgG-bead phagocytosis, imaging; inhibition, % at 5 µM; 110,000 compounds, 0.07% hits;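 active = inhibition above the mean of the plate negative controls plus 5 SD, cut at about 13% in these data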;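 also: phagocytic index as fraction of beads internalized from green versus red external bead signal; plate controls were DMSO negative control for no effect and cytochalasin-D positive control for full effect; some results beyond the cut were filed as inactive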
HCT116 bCat-KO: beta-catenin-lacking colon tumor cell growth suppression; HCT116 beta-catenin knockout viability, CellTiter-Glo, 60 h; stronger effect = lower value; viability, % at 10 µM; 140,000 compounds, 1.5% hits; AID 818;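 active = viability at or under a set limit, the compound median less 4 SD, cut at about 6% in these data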;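 also: 0% = Hyamine 1622 control at 20 µM and 100% = untreated cell control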
MRP-1 activ: activates MRP-1; H69AR cells + doxorubicin, viability rescue, CellTiter-Glo; viability increase, % at 10 µM; 140,000 compounds, 0.61% hits; AID 799;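 active = viability gain under doxorubicin at or above a set limit, the compound median plus 3 SD, cut at about 4.7% in these data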;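 also: MRP-1 overexpressing cells given doxorubicin 25 µM after compound pretreatment; 18-22 h compound pretreatment then 72 h with doxorubicin before readout; 0% = doxorubicin-only wells and 100% = vehicle-treated cells without doxorubicin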
BB579 growth dn: yeast BB579 growth reduction in restrictive medium; S. cerevisiae BB579 growth, OD615, 48 h; inhibition, % at 10 µM; 140,000 compounds, 0.51% hits; AID 804;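 active = inhibition above a set limit, 3 SD over the mean compound inhibition, cut at about 44% in these data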; also: inactives centre near -24
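Test system: DeaD yeast strain BB579 / Buffer or medium: restrictive glucose-based CSMM-D medium / Doses: single 10 µM dose / Schedule: 4 h cell preincubation, 48 h compound exposure, 30 °C humidified / Technique: culture absorbance at 615 nm / Controls: amphotericin B positive control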
Active calls of the source: *; / = no result given.

SMILES	Measles CPE	Yeast life ext	NPY-Y2 antag	HCT116 PTEN-null	GALR2 antag	E-sel TNF inh	Phagocyt inh	HCT116 bCat-KO	MRP-1 activ	BB579 growth dn
CCOC(=O)c1c(NC(=O)C2CCCN(S(=O)(=O)c3ccc(C)cc3)C2)sc2c1CCCC2 (stereo unspecified)	13	6	3	64	-13	/	-3	42	0.8	-34
Cc1ccccc1NC(=O)CCC(=O)OCCCC(F)(F)C(F)(F)F	26	-12	5	88	12	-11	-4	99	-0.6	-15
OC(c1ccc(Cl)cc1Cl)C(Cc1cccnc1)n1cncn1 (stereo unspecified)	14	-6	1	115	19	15	/	104	0.3	-66
CCOC(=O)c1ccc(COC(=O)CCc2nc(-c3ccccc3)c(-c3ccccc3)o2)cc1	10	-2	10	89	-21	1	3	94	-3.5	-24
O=C(Nc1cccnc1Cl)c1ccc(Cl)c([N+](=O)[O-])c1	5	-3	2	85	-15	-7	0	82	-1.9	-42
COc1ccc(S(=O)(=O)NCc2ccco2)c2ccccc12	15	-2	5	89	10	-13	-1	94	-4.9	-36
CCOC(=O)C1CCCN(Cc2ccc(O)c(OC)c2)C1 (stereo unspecified)	4	-7	2	95	12	-41	0	93	-1.1	-5
Cc1cc(NC(=O)COC(=O)c2cccc(OCc3ccccc3)c2)no1	27	-12	0	91	-1	-28	2	88	-1.4	-19
Cc1ccc(C(=O)NCCSCc2ccc(Cl)cc2Cl)cc1[N+](=O)[O-]	7	2	9	88	0	/	0	77	3.1	-39
O=C(Cn1cnc2c(nnn2Cc2ccc(F)cc2)c1=O)NC1CCCC1	/	-10	1	105	17	3	-3	102	0.3	-80
Cn1c(SCC(=O)Nc2ccc3nc(SCC(=O)NC4CC4)sc3c2)nnc1-c1ccccc1	7	14	3	88	6	-11	-12	86	-1.2	-23
Cc1cccc(OCC(=O)Nc2ccc3c4c(cccc24)CC3)c1C	11	10	11	49	4	/	-10	39	-4.6	-44
Cc1ccc([N+](=O)[O-])cc1NC(=S)NC(=O)c1cccs1	/	6	1	75	14	/	-12	75	-3.9	-32
CC(c1ccccc1F)n1cc(C(=O)NCc2ccncc2)nn1 (stereo unspecified)	10	-4	5	93	6	/	-2	82	-1.9	7
COc1ccc(NC(=O)Cn2cnc3c(cnn3-c3ccc(C)c(C)c3)c2=O)c(OC)c1	18	0	2	11	-19	/	1	44	-5.3	-13

Fetched one by one from the entries so far (2):
SMILES	Measles CPE	Yeast life ext	NPY-Y2 antag	HCT116 PTEN-null	GALR2 antag	E-sel TNF inh	Phagocyt inh	HCT116 bCat-KO	MRP-1 activ	BB579 growth dn
CCOC(=O)c1c(NC(=O)C2CCCN(S(=O)(=O)c3ccc(C)cc3)C2)sc2c1CCCC2 (stereo unspecified)	13	6	3	64	-13	/	-3	42	0.8	-34
Cc1cccc(OCC(=O)Nc2ccc3c4c(cccc24)CC3)c1C	11	10	11	49	4	/	-10	39	-4.6	-44

(further entries)
SMILES	Measles CPE	Yeast life ext	NPY-Y2 antag	HCT116 PTEN-null	GALR2 antag	E-sel TNF inh	Phagocyt inh	HCT116 bCat-KO	MRP-1 activ	BB579 growth dn
Cc1oc2ccc(OCC(N)=O)cc2c1C(=O)OC(C)C	6	-22	2	93	2	/	-1	90	-3.7	-19
CCC(=O)Nc1ccc(Cl)c(NC(=S)NC(=O)COc2ccc(Cl)cc2)c1	13	6	-3	92	2	/	-3	94	-1.8	6
NC(=O)c1cn(-c2ccccc2)nc1-c1cc2ccccc2oc1=O	1	-5	0	96	0	-16	-1	96	-0.5	-40
CCCNC(=O)CCC(NS(=O)(=O)c1ccc(C)cc1)C(=O)NCCC (stereo unspecified)	25	80*	1	96	-7	2	4	93	-0.8	-33
CCCCC(=O)Nc1nnc(SCC(=O)NC2CCCC2)s1	6	-17	3	87	12	0	/	87	-3.0	-14
CNC(=O)CSCc1cnn(-c2ccccc2)c1-n1cccc1	3	-4	0	93	2	11	-1	100	0.1	11
CCN1CCN(CC(=O)Nc2ccc(C)cc2C)C(=O)C1=O	9	-7	-1	104	5	7	2	103	-0.5	-6
CC(=O)C(Sc1ccc2nnc(-c3ccncc3)n2n1)C(C)=O	14	-7	2	112	-1	/	/	113	-0.9	-43
Cc1ccc(OCC(=O)N2CCN(c3ccc([N+](=O)[O-])c(N4CCOCC4)c3)CC2)cc1	3	-16	4	86	-9	-39	-3	83	0.6	-11
COc1ccc(CCNC(=O)CSc2nc(C)nc3c2oc2ccccc23)cc1OC	29	-19	3	45	2	-6	/	30	-3.1	5
C=CCN(c1ccccc1)S(=O)(=O)c1cccc(C(=O)Nc2nnc(SCC)s2)c1	8	2	1	96	4	/	-16	97	-0.7	-12
COc1cccc(-n2nnc3c(=O)n(Cc4c(F)cccc4Cl)cnc32)c1	7	/	0	106	5	8	/	93	1.9	-29
O=C(Nc1ccc(NC(=O)C23CC4CC(CC(C4)C2)C3)cc1)c1cc(F)c(F)cc1Cl	/	3	1	98	10	/	-12	84	-0.1	-25
COC(=O)C1=C(C)NC(=O)C1(NC(=O)c1cccnc1)C(F)(F)F (stereo unspecified)	7	-3	2	91	0	-15	/	90	-1.9	-5
COc1cc(OC)c(-c2nnc(-c3ccc(OC)c(OC)c3OC)o2)cc1OC	16	-16	3	96	-5	1	0	97	-2.9	-48
CC1CCCC(NC(=O)COC(=O)c2ccc(N(C)C)cc2)C1C (stereo unspecified)	17	-3	3	84	12	7	0	83	-2.2	-23
CCc1cccc2c(C(=O)COC(=O)c3ccc([N+](=O)[O-])s3)c[nH]c12	4	-9	-1	91	2	-3	-5	85	-1.4	98*
O=C(NC(Cc1c[nH]c2ccccc12)c1nnc2n1CCCCC2)c1cccs1 (stereo unspecified)	6	/	1	96	9	-14	-1	102	-2.3	-47
CCc1ccc(N(CC(=O)Nc2nc3ccc(C)cc3s2)S(=O)(=O)c2c(C)noc2C)cc1	4	1	2	23	11	/	0	28	-2.2	-64
O=C(CN1C(=O)NC2(CCc3ccccc32)C1=O)c1ccc2c(c1)OCCO2 (stereo unspecified)	20	34	4	75	2	-23	-2	79	-2.9	-23
CCOC(=O)C1CCN(C(=O)COc2ccc(Cl)cc2)CC1	4	-11	3	94	2	-16	2	88	0.0	-36
COc1ccc(C2NC(=O)NC(C)=C2C(=O)OCc2ccc3c(c2)OCO3)cc1OC (stereo unspecified)	6	/	4	98	-2	6	/	89	-4.1	-6
CC(=O)Nc1ccc(S(=O)(=O)N2CCN(C(=O)c3cccnc3)CC2)cc1	16	8	1	99	-10	-25	-3	87	0.3	-12
CC1(C)C(=O)C2(CCCCC2)C(=O)OC1c1cccn1-c1ccc([N+](=O)[O-])cc1 (stereo unspecified)	30	9	1	92	0	/	-13	87	-0.9	-13
O=C(C1CCN(S(=O)(=O)c2ccc3ccccc3c2)CC1)N1CCN(c2ncccn2)CC1	17	-24	4	73	4	/	-1	82	-3.8	-1
O=C(/C=C/Nc1ccccc1)c1ccc(Oc2ncccn2)cc1	7	-18	4	95	1	18	/	108	-3.0	-26
Cc1csc2nc(CNS(=O)(=O)c3ccc(-c4ccccc4)cc3)cn12	24	-2	2	88	0	-24	/	91	-2.5	-24
CC(C)CN(/C=N/c1sc2c(c1C#N)CCCCC2)CC(C)C	2	2	0	93	5	-4	-1	80	0.6	-26
CSc1nn(CCc2ccncc2)c(=S)s1	3	0	-1	78	5	-20	/	59	-3.2	-30
COc1cc(OC)cc(-c2n[nH]c(=S)n2-c2ccc3c(c2)OCO3)c1	32	3	1	89	-14	/	-5	95	-2.9	-26
CCOC(=O)CS(=O)(=O)c1ccc2ccccc2c1	2	-14	8	94	8	12	/	101	-0.5	-38
Cc1ccc(CNC(=O)C(=O)NCC2OCCN2C(=O)c2cccs2)cc1 (stereo unspecified)	15	-3	2	86	-9	/	-9	85	4.4	-7
CCOC(=O)CN1C(=O)C(Sc2n[nH]c(-c3ccc(C)cc3)n2)CCc2ccccc21 (stereo unspecified)	11	-10	0	72	-11	-24	/	71	1.9	-19
c1ccc(CCc2nn3c(Cn4cnc5ccccc54)nnc3s2)cc1	12	-11	2	73	-3	-23	0	86	-3.1	-4
c1cnc(Oc2ccc3oc4ccccc4c3c2)nc1	2	-8	0	99	-2	/	-1	96	1.1	-24
CCn1c(C)c2c([n+]1CC)CC(C)(C)CC2=O	15	6	3	99	1	13	0	98	-0.7	-6
CCOC(=O)c1c(NC(=S)NC(=O)c2cnn(CC)c2)sc2c1CCC(C)C2 (stereo unspecified)	23	12	0	81	2	-21	-2	65	-5.9	-42
CCCCCCn1c(SCCN2CCOCC2)nc2c1c(=O)[nH]c(=O)n2C	6	-23	3	80	-8	-26	/	82	-3.3	-44
Cc1ccc(-c2csc(/C(C#N)=C/Nc3ccc4c(c3)OCCO4)n2)cc1	15	2	1	39	10	/	-6	47	-3.1	-29
C=CCn1c(=N)c(C#N)cc2c(=O)n3ccccc3nc21	2	/	4	88	-7	-4	/	90	-1.3	-8
O=C(Nc1nc(-c2ccc(S(=O)(=O)N3CCCCCC3)cc2)cs1)c1ccccc1	7	-3	2	61	-17	1	0	53	-0.7	-46
COc1ccc(NC(=O)Cc2cccs2)c(OC)c1	6	-9	1	109	0	-13	0	92	-1.4	-16
C=CCN=C1CC(C)(C)CC(=O)/C1=C(/O)CCC(=O)OC	4	24	2	94	-12	/	/	101	-2.7	-24
O=C(CCn1c(=O)oc2ccccc21)NCc1cccs1	13	/	-2	100	7	-2	/	97	0.2	-26
COC(=O)[C@@H](NC(=O)Nc1ccc2c(c1)OCCO2)C(C)C	20	-13	6	36	-15	/	0	47	0.5	4
FC(F)(F)c1cc(NCc2cccs2)n2ncnc2n1	5	-4	1	98	-7	4	-1	95	-1.5	-26
CNC(=O)c1sccc1S(=O)(=O)Cc1c(Cl)cccc1Cl	4	-6	1	110	1	4	-2	104	1.1	-45
CCS(=O)CCSc1nc2ccccc2s1 (stereo unspecified)	6	-30	-1	107	6	2	/	100	-2.5	5
CCCc1cc(C(=O)NCc2ccco2)no1	7	-6	5	106	-4	/	0	94	-0.8	-67
CN(C)c1nc(N)nc(CSc2nc3cc(Cl)ccc3o2)n1	11	-27	2	38	-6	-14	-1	49	-4.6	-18
Cc1cccc(NC(=O)Cn2c(=O)n(CCc3c[nH]c4ccccc34)c(=O)c3cccnc32)c1	11	11	0	56	-4	11	/	63	-2.5	-26
CC1(C)Cc2ccccc2-c2nnc(-c3ccccn3)n21	7	-4	0	101	8	19	1	95	0.2	-63
COc1ccc(COc2cc(-c3cccc(OC)c3)nc3ccc(NC(=O)c4ccc(Cl)cc4)cc23)cc1	15	3	2	31	0	-2	/	27	-3.8	-42
COc1ccccc1C(=O)NCc1ccc(-c2nc3ccccc3s2)cc1	5	-4	15	89	3	-18	-6	93	3.5	-17
O=C(NN1C(=O)c2ccccc2C1=O)C1CCCCC1	12	-4	0	107	-5	-23	/	95	-1.4	-5
COc1cc(OC)cc(C(=O)N(CCCN2C(=O)c3cccc4cccc(c34)C2=O)c2cccc(OC)c2)c1	3	3	4	47	0	21	-7	52	1.9	-19

Random draw from the library, and some 6.4% of all compounds hit somewhere here.
